# TCR activator: activators of T cell receptors. Potency, µM (top dose mostly 9.22 µM), for the others: top-dose activation of IL-2 secretion, actives largely listed as activators. primary human leukocytes, anti-CD3, IL-2 HTRF, 48 h. 330,000 tested, under 10 active. AID 504894; further: % of control where 0% means no effect
#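 HTRF read-out of IL-2 secretion: europium cryptate donor excited at 320nm, d2 acceptor emission at 665nm. Cells were primary human leukocytes incubated 48 hr with compounds and a-CD3 beads, supplying TCR signal only.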
# a7 integrin act: activates integrin-mediated alleviation for muscular dystrophy; alpha7betagal myoblasts, beta-gal FDG fluorescence, 48 h; Potency, µM (titrated, usually from 38.3 µM), inactives show top-dose activation, hits mostly activators; actives 0.064% (n = 350,000); AID 624291;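 further: potency means the concentration at half of the fitted maximal effect; 100% = response of the positive control SU9516; nearly all actives have a fitted effect of over 60% in size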
#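 alpha7betagal+/- myoblasts (passage 13, 250/well) treated 48 h at 37C with compounds at 1:260 dilution of DMSO stock. Lysed, then beta-galactosidase activity read as FDG fluorescence (ex 480/em 540) after 30 min, with pre-read for autofluorescence.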
# ELG1 DNA repair: ELG1-dependent DNA repair inhibition | HEK293T ELG1-luciferase reporter, luminescence, 16 h; DNA damage induced by 5-fluorouridine | Potency, µM (series often up to 46.1 µM), for inactives: at the top dose activity change, negative = inhibition, hits mostly inhibitors | actives 2.3% (n = 330,000); further: potency means the concentration at half of the fitted maximal effect; on the % scale 0 is the no-effect control and ±100 the full control effect; nearly all actives have a fitted effect of over 55% in size
#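 HEK293T cells expressing luciferase-tagged ELG1 (2,000/well) received 5-Fluorouridine plus compound or DMSO for 16 hr at 37 °C. Luciferase was read by ONE-Glo luminescence after 30 min at room temperature.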
# TSG101-PTAP inh: blocks PTAP/TSG101 interaction to inhibit HIV-1 budding; Q99816; AID 493005; 340,000 tested, under 10 active; Potency, µM (doses to about 115 µM), for the others: at the highest dose activity change, negative = inhibition, actives largely listed as inhibitors; Fluorescence polarization, FITC-PTAP peptide / Tsg101 binding; active means well fitted inhibition curve with a large enough effect in the main read-out, with a control signal flat, not every such curve was filed as active; inconclusive means small, poorly fitted or top-dose-only effect, or effect the other way, or a change in a side signal; inactive means no such curve, though single readings can be large or run the other way; further: potency means the concentration at half of the fitted maximal effect; % of control where 0% means no effect
#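 Steps: Tsg101 binding domain dispensed (10 uM final), compounds pinned in DMSO, FITC-labeled PTAP-motif peptide added (50 nM final); after 20 min binding at room temperature, polarization measured.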
# A-T KAP1 phos: potential ataxia-telangiectasia treatment | actives 0.19% (n = 320,000) | Potency, µM (series often up to 57.5 µM), for the others: at the top dose activation, usual class: activators | […] A-T fibroblasts, KAP-1 phosphorylation AlphaLISA; neocarzinostatin DNA damage 30 min before lysis; further: potency means the concentration at half of the fitted maximal effect; % of control where 0% means no effect; nearly all actives have a fitted effect of over 45% in size
#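 hTERT-immortalized A-T patient fibroblasts ([…]), 500 cells/well in OPTI-MEM, 1% FBS, got compounds for 60 min, then NCS for 30 min at 37C. Lysates were then assayed for phospho-KAP-1 by AlphaLISA (anti-pKAP1 donor, anti-KAP1 acceptor beads), 6 hr at 25C.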
# Eya2 inh: Eya2 (human) phosphatase inhibition; O00167; recombinant Eya2, OMFP fluorescence dephosphorylation (OMFP is methylfluorescein phosphate); Potency, µM (top dose mostly 76.9 µM), for inactives: at the highest dose activity, negative = inhibition, actives largely listed as inhibitors; actives 0.006% (n = 330,000); further: potency means the concentration at half of the fitted maximal effect; on the % scale 0 is the no-effect control and ±100 the full control effect
#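 Eya2 (0.2 uM) preincubated 10 min at ambient with compound, then OMFP substrate added at 50 uM; 10 min reaction in 50 mM HEPES pH 7.5, 50 mM NaCl, 5 uM MgCl2, 0.05% BSA, 1 mM DTT. Fluorescence read at Ex 485/Em 525 nm.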
# Tb PFK block: blocks T. brucei phosphofructokinase. O15648. T. brucei PFK, ADP-Glo luminescence. Potency, µM (highest dose often 57.5 µM), without a hit: at the top dose activity, negative = inhibition, hits mostly inhibitors. actives 0.17% (n = 330,000). AID 485367;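 further: potency means the concentration at half of the fitted maximal effect; 0% = uninhibited 1x PFK enzyme wells and -100% = no-enzyme wells; nearly all actives have a fitted effect of over 60% in size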
#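 1.25 nM PFK with 0.5 mM F6P and 0.1 mM ATP in 0.1 M TEA pH 8.0, 5 mM MgCl2, incubated 45 min at room temperature; ADP measured by ADP-Glo luminescence; compounds titrated up to 57 uM.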
# Chronic BCR inh: chronic active BCR signaling inhibition; actives 0.05% (n = 340,000); Potency, µM (doses to about 46.1 µM), without a hit: at the top dose ratio change, negative = lower green/red ratio, hits mostly inhibitors; ABC-DLBCL IkBa-CBG/CBR reporter, luminescence ratio, 4 h; active means well fitted inhibition curve with a large enough effect in the signal ratio, with a control signal flat, not every such curve was filed as active; inconclusive means small, poorly fitted or top-dose-only effect, or effect the other way, or a change in a side signal; the % refers to the signal ratio;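 further: potency means the concentration at half of the fitted maximal effect; plate controls were basal doxycycline-induced cells for no effect and cells given 10 µM MG132 for full effect; MG132 reads +100%, hits lower the ratio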
#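 Cell line TMD8 (human ABC DLBCL), stably expressing tet-inducible CBG68-IkBa fusion and CBR; IMDM/0.5% FBS; cpd up to 46 uM; dox induction, 4 h, 37C/5% CO2; dual luminescence; green/red ratio; MG132 control.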
# ASM inhibitor: inhibitors of human secretory acid sphingomyelinase. placental ASM, HMU-PC fluorogenic substrate, 60 min. P17405. actives 0.006% (n = 340,000). Potency, µM (series often up to 57.5 µM), without a hit: top-dose activity change, negative = inhibition, actives largely listed as inhibitors. AID 504937; further: potency means the concentration at half of the fitted maximal effect
#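 Human placenta-derived ASM preincubated with compound 10 min at room temperature, then reacted with 9 uM (final) fluorogenic HMU-PC substrate for 60 min at 37 C. Stop solution raises pH to 10; fluorescence read at Ex 386/Em 447 nm.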
# Mito fusion yeast: inhibitors of mitochondrial division or activators of mitochondrial fusion. Potency, µM (highest dose often 46.1 µM), without a hit: at the highest dose growth rescue (activation), most hits filed as activators. S. cerevisiae fusion-defective mutant growth rescue, CellTiterGlo 48 h. actives 0.23% (n = 320,000);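 further: potency means the concentration at half of the fitted maximal effect; % of control where 0% means no effect; nearly all actives have a fitted effect of over 45% in size; temperature-sensitive fusion mutants such as fzo1-1 at 37 °C on non-fermentable ethanol glycerol medium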
#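 Yeast fusion mutant, YPEG (non-fermentable carbon), compound, 48 h at 37C non-permissive; CellTiterGlo added, 10 min RT, luminescence read. Rescued growth = division inhibition.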
# TSHR antagonist: blocks TSH signaling through the human TSH receptor. P16473. TSHR-expressing cells, TSH-stimulated cAMP HTRF, 2 h; hits give low values. activity change, negative = inhibition, % at 11.5 µM. actives 0.2% (n = 330,000). AID 504810;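 active means activity change below a set negative limit, meaning inhibition stronger than a set level, cut at about -70% in these data; inconclusive means activity change between two set negative limits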; further: on the % scale 0 is the no-effect control and ±100 the full control effect
# Target sequence (P16473 whole entry, looked up): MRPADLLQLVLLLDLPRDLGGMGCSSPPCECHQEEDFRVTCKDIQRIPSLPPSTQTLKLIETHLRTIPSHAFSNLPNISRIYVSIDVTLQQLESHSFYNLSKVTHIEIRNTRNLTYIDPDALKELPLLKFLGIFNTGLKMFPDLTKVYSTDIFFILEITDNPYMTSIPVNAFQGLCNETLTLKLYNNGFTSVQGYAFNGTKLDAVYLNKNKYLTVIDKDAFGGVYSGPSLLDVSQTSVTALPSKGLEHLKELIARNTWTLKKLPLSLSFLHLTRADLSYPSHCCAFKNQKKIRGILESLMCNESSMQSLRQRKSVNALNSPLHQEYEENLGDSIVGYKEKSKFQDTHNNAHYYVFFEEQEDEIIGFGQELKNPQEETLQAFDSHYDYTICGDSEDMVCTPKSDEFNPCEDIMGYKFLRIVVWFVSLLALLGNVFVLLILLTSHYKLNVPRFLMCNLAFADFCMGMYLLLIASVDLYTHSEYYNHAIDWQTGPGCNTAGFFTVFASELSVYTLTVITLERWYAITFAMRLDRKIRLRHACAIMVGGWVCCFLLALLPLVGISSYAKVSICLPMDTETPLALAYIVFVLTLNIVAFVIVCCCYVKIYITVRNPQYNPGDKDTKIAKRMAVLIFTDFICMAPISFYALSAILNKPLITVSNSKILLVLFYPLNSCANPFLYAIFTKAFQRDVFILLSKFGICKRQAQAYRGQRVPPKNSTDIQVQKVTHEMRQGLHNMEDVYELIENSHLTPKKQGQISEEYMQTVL
#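 Antagonism was scored as loss of TSH-driven cAMP in TSHR cells, stimulated with 4nM TSH (EC80) for 2 hours at 37 deg C and detected by homogeneous HTRF competition immunoassay.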
# * hit, by the source's call; u = inconclusive; x = not tested or not shown; [ ] = remark or other dose. Unless noted, the call rests on the fitted dose curve; in most records, active means well fitted curve in the direction sought with a large enough effect; inconclusive means small, poorly fitted or top-dose-only effect, or another doubt; inactive means no such curve, though single readings can be large; an effect the other way counts as inactive or inconclusive.
(1) CCC1CCCCN1S(=O)(=O)c1ccc(S(=O)(=O)N(Cc2cccs2)C2CC2)cc1 (stereo not drawn)
(2) CCN(CC)S(=O)(=O)c1ccc(OC)c(NC(=O)COc2ccc3c(C)cc(=O)oc3c2)c1
(3) CCOc1ccc(N2C(=O)CC(Sc3ccccc3C(=O)O)C2=O)c([N+](=O)[O-])c1 (stereo not drawn)
(4) Cc1ccccc1C(=O)Nc1nnc(SC(C)C)s1
(5) CCOc1ccc(N(CC(=O)Nc2ccc(CC)cc2)S(=O)(=O)c2c(C)[nH]c(=O)[nH]c2=O)cc1
(6) CN1CCN(NC(=O)Nc2ccc(Br)cc2)CC1
screen / no.	1	2	3	4	5	6
Chronic BCR inh	-1%	7%	u	u	9%	u
Eya2 inh	11%	-8%	6%	5%	-9%	-1%
TCR activator	-7%	20%[46.1 µM]	8%	1%	-5%	1%
TSG101-PTAP inh	-2%	0%	-4%	-2%	-10%	1%
TSHR antagonist	-25	8	7	0	8	-9
Tb PFK block	2%	0%	17%	-1%	-4%	-4%
ELG1 DNA repair	u	3%	14%	u	16%	30%
A-T KAP1 phos	7%	-2%	1%	2%	-1%	-6%
a7 integrin act	29%	7%	6%	10µM*	8%	3%
ASM inhibitor	1%	89%[activator]	4%	-2%	-5%	0%
Mito fusion yeast	-32%[inhibitor]	-14%	-1%	-17%	-18%	-1%

(7) Cc1nc2ncnn2c(N2CCN(C(c3ccccc3)c3ccccc3)CC2)c1C
(8) COc1cc2c(cc1NC(=O)C(C)OC(=O)/C=C/c1ccc(OC(F)F)cc1)oc1ccccc12 (stereo not drawn)
(9) CCCCNC(=S)NNC(=O)c1cc(-c2ccncc2)nc2ccccc12
(10) O=[N+]([O-])c1cccc(CP(=O)(c2ccccc2)c2ccccc2)c1
(11) Cc1ccc(NC(=O)c2ccsc2)cc1NS(C)(=O)=O
(12) O=C(CCN1C(=O)c2ccccc2S1(=O)=O)Nc1cccc(F)c1
screen / no.	7	8	9	10	11	12
Chronic BCR inh	x	0%	-3%	0%	u	-4%
Eya2 inh	x	-2%	3%	-3%	-2%	9%
TCR activator	2%	-5%[46.1 µM]	-3%	-3%	1%	0%
TSG101-PTAP inh	-6%	-1%	-6%	-4%	-1%	-1%
TSHR antagonist	x	13	-1	-1	15	-7
Tb PFK block	x	-1%	1%	-3%	3%	-1%
ELG1 DNA repair	x	u	0%	-7%	13%	-1%
A-T KAP1 phos	x	-2%	17%	-12%	-9%	-2%
a7 integrin act	-10%	-26%	-6%	3%	0%	-1%
ASM inhibitor	-10%	-3%	4%	2%	-1%	2%
Mito fusion yeast	12%	u	-4%	0%	2%	-4%

(13) O=C(O)CCSc1ncnc2sc(-c3ccccc3)cc12
(14) O=C(CN1C(=O)C2CC=CCC2C1=O)Nc1ccc(S(=O)(=O)Nc2nccs2)cc1 (stereo not drawn)
(15) O=C(c1ccc(CS(=O)c2ccccc2Cl)o1)N1CCCCCC1 (stereo not drawn)
(16) COc1ccc(-c2ccc(-c3cc(=O)oc4cc(OC)c(OC)c(OC)c34)cc2)cc1OC
(17) COC(=O)[C@H](C)NC(=O)Nc1ccccc1F
(18) CCOc1cc(CNc2ccccc2)cc(Br)c1OCc1ccccc1F
screen / no.	13	14	15	16	17	18
Chronic BCR inh	u	4%	0%	-10%	5%	22%
Eya2 inh	5%	-1%	4%	2%	-5%	-3%
TCR activator	-7%	3%	7%	0%[46.1 µM]	-11%	3%
TSG101-PTAP inh	-1%	0%	-3%	0%	-2%	0%
TSHR antagonist	-14	-1	-2	0	-3	-16
Tb PFK block	-1%	2%	0%	-2%	0%	4%
ELG1 DNA repair	-4%	-3%	-1%	10µM*	0%	-19%
A-T KAP1 phos	-8%	17%	-3%	14%	3%	2%
a7 integrin act	-19%	-19%	19%	-7%	3%[7.66 µM]	8%
ASM inhibitor	13%	0%	3%	-4%	0%	-8%
Mito fusion yeast	19%	-1%	-1%	x	-3%	7%

(19) CCOc1cc(C(=S)N2CCCC2)ccc1OC
(20) CC(C)C(=O)Nc1cc2c(cc1C(=O)c1ccccc1)OCCO2
(21) CC1CCc2c(sc(NC(=O)c3ccc(Cn4cc([N+](=O)[O-])cn4)o3)c2C#N)C1 (stereo not drawn)
(22) CCOC(=O)C1=C(C)NC(C)=C(C(=O)OCC)C1C(=O)OCC(=O)NCCc1ccccc1
(23) COc1ccccc1CNc1ccc(N2CCCCC2)cc1
(24) CCN(CC)C(=O)C1CCCN(Cc2ccc(F)c(F)c2)C1 (stereo not drawn)
screen / no.	19	20	21	22	23	24
Chronic BCR inh	-6%	7%	u	-8%	5%	0%
Eya2 inh	10%	-6%	-5%	6%	7%	15%
TCR activator	6%	-4%	-6%	4%	0%	x
TSG101-PTAP inh	-1%	-1%	-10%	-1%	0%	-6%
TSHR antagonist	-4	18	8	-7	-5	9
Tb PFK block	-1%	-6%	u	-18%	0%	-4%
ELG1 DNA repair	-5%	-11%	13%	23µM*	u	7%
A-T KAP1 phos	7%	8%	12%	17%	-1%	3%
a7 integrin act	5%	-1%	0%	8%	-46%[inhibitor]	6%[7.66 µM]
ASM inhibitor	-2%	1%	-14%	193%[activator]	-1%	0%
Mito fusion yeast	-14%	-1%	2%	x	-1%	3%

(25) Cc1ccc(-c2nn(Cc3ccccc3)cc2C(=O)NCC2CCCO2)cc1 (stereo not drawn)
(26) CCOC(=O)c1sc2cc([N+](=O)[O-])cc(SCCO)c2c1N
(27) CCN(CC)CCN(C(=O)c1ccc(S(=O)(=O)N2CCCCC2)cc1)c1nc2cc3c(cc2s1)OCO3
(28) O=C(Cc1coc2ccc3ccccc3c12)N1CCc2ccccc21
(29) NC(=O)[C@@H]1CCCCNc2c(F)cc([N+](=O)[O-])cc2C(=O)N[C@@H](CC(=O)O)C(=O)NCC(=O)N1
(30) CCOC(=O)c1c(NC(=O)Cn2cnc([N+](=O)[O-])n2)sc2c1CCCC2
(31) O=C(CN1CCCCC1)Nc1ccccc1
(32) O=C1CSC(=O)N1CC(O)COc1ccc(Cl)cc1 (stereo not drawn)
screen / no.	25	26	27	28	29	30	31	32
Chronic BCR inh	-3%	5%	-2%	4%	2%	u	6%	u
Eya2 inh	-5%	3%	1%	-22%	4%	-10%	6%	-2%
TCR activator	2%	-2%	11%	2%	-4%	2%[46.1 µM]	x	16%
TSG101-PTAP inh	4%	-5%	0%	-2%	-3%	-1%	-4%	2%
TSHR antagonist	6	5	-17	-2	9	-2	-2	4
Tb PFK block	-3%	-2%	-3%	-5%	-1%	0%	1%	1%
ELG1 DNA repair	-2%	9%	8%	1%	5%	u	1%	u
A-T KAP1 phos	1%	-10%	1%	-5%	-15%	5%	4%	-3%
a7 integrin act	0%	20%	2%	-31%	18%	-7%	-6%	-17%
ASM inhibitor	x	-6%	1%	0%	-1%	-13%	3%	-1%
Mito fusion yeast	-4%	7%	-7%	3%	-4%	-15%	-1%	2%
